Source: PubChem BioAssay
APJ ag – agonists of human apelin receptor APJ, primary screen, CHO-K1 cells, PathHunter beta-arrestin, luminescence. activation, % at 20 µM. 0% DMSO wells, 100% apelin. P35414. 330,000 tested, 0.11% active. AID 2520, 2010;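 active means activation more than six SD over the plate average, tested at 20 µM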;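 further: 0% = DMSO alone and 100% = apelin-13 at 10 nM; some results filed as inactive read as strong as hits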
Target sequence (P35414 whole entry, looked up): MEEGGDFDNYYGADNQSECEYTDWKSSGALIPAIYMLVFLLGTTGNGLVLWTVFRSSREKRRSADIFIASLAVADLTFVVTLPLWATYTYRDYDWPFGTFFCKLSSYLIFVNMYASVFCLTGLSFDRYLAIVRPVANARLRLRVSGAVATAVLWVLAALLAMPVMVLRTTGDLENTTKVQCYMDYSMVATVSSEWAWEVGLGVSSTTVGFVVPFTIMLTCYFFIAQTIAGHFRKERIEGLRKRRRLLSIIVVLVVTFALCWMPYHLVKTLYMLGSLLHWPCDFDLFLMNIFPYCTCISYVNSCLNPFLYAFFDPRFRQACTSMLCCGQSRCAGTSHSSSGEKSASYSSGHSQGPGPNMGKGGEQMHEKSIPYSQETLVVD
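Assay system – PathHunter CHO-K1 APJ (AGTRL-1) beta-arrestin reporter cells · Compound – one dose, 20 µM compound, 1% DMSO · Timing – compound 90 min 25 °C, reagent 1 h · Measured by – luminescence from split beta-galactosidase complementation, Galacton Star/Emerald II substrate · Measure – beta-arrestin recruitment to APJ as agonist activity, luminescent signal · Benchmarks – DMSO vs Apelin-13 10 nM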
CXCR6 inh – CXCR6 receptor inhibitors, primary screen, cell-based, beta-arrestin, luminescence, CHO-K1 PathHunter, 1536-well | C-X-C chemokine receptor type 6 (Homo sapiens), O00574 | inhibition, % at 20 µM | 360,000 tested, 0.36% active | AID 602244, 2012; in the data active means inhibition above about 34%, passing the limit was not always enough;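 further: antagonist mode with CXCL16 agonist at 10 nM final; 0% = 10 nM CXCL16 with DMSO and 100% = unstimulated wells without agonist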
Target sequence (O00574 whole entry, looked up): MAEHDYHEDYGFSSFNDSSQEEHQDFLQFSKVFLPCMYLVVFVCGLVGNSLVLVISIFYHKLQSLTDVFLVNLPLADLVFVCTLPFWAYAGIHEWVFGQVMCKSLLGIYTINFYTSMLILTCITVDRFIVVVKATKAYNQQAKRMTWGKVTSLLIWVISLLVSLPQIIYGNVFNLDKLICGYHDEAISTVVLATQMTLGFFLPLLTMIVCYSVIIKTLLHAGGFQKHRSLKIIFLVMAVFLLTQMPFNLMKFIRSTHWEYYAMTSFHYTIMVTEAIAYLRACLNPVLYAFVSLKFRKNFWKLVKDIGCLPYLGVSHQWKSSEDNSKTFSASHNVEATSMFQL
TIM10 inh – growth inhibitors of isogenic TIM10 control yeast, primary screen, counter-screen for tim10-1 yeast inhibitor project, luminescence, uHTS | AID 463195, 2010 | 330,000 tested, 1.4% active | inhibition, % at 10 µM | S. cerevisiae TIM10 strain growth, BacTiter-Glo luminescence, 24 h;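 active means inhibition of 40% or more at the single tested concentration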;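 further: wild-type TIM10 isogenic control strain grown at permissive 25 °C; 0% = DMSO yeast wells and 100% = minimal medium wells without yeast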
UPR CHOP act – activators of apoptotic CHOP UPR arm, primary screen, cell-based, CHO-CHOP luciferase reporter, luminescence, uHTS; UPR activation; percent of tunicamycin response over DMSO baseline; activation, % at 10 µM; 330,000 tested, 0.34% active;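 active means at 10 µM dose, activation of 40% or more, normalized to positive control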;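 further: 100% = tunicamycin at 10 µg/mL and 0% = DMSO alone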
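Assay system: CHO cells with stable CHOP pathway luciferase reporter; Buffer or medium: F12 plus 10% serum; Times: 16-18 h cell attachment, then 6 h compound exposure, 37 °C; Signal: luciferase luminescence; Read-out basis: percent activation relative to tunicamycin control; Control set: tunicamycin high control, DMSO low control.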
Mdm2 MdmX PPI – inhibitors of human Mdm2-MdmX association, primary screen, cell-based, luminescence, split luciferase, SaOS-2, uHTS. Protein Mdm4 (Homo sapiens) + E3 ubiquitin-protein ligase Mdm2 (Homo sapiens), …. SaOS-2 split-luciferase Mdm2/MdmX complementation. inhibition, % at 8 µM. 330,000 tested, 3% active. AID 485346, 2010;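 active means inhibition of at least 50% at 8 µM in the primary screen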
UPR XBP1 act – activators of adaptive XBP1 UPR arm, primary screen, cell-based, CHO-XBP1 luciferase reporter, luminescence, uHTS. IRE1-XBP1 UPR activation; percent of tunicamycin response, DMSO as zero. activation, % at 20 µM. 330,000 tested, 0.33% active. AID 463104, 2010;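 active means versus positive control, 20 µM dose yields 30% or more activation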;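 further: 100% = tunicamycin at 10 µg/mL and 0% = DMSO only wells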
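Material: IRE1-XBP1 luciferase reporter CHO line / Quantity: one thousand reporter cells per well / Buffer or medium: F12 with 10% serum / Compound: 20 µM single concentration, DMSO 1% / Times: 6 h treatment, 37 °C / Detection: Steady-Glo luciferase glow luminescence, 10 min after reagent addition / Benchmarks: tunicamycin high, DMSO low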
tim23-1 inh – growth inhibitors of tim23-1 mutant yeast, primary screen, luminescence, uHTS | inhibition, % at 20 µM | S. cerevisiae tim23-1 growth, BacTiter-Glo luminescence, 24 h | 330,000 tested, 1.3% active;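 active means growth inhibition of the mutant yeast at or above 50%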;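 further: temperature-sensitive mutant grown at 25 °C; plate controls were DMSO-treated mutant yeast for no effect and medium wells lacking yeast for full effect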
APJ antagonist – antagonists of human apelin receptor APJ, primary screen, CHO-K1 cells, beta-arrestin complementation, luminescence. 330,000 tested, 0.32% active. inhibition, % at 20 µM;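 active means inhibition above about 40% at 20 µM, limit read from the data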;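 further: cells challenged with 10 nM apelin-13 agonist together with compound; plate controls were apelin-13 plus DMSO wells for no effect and DMSO wells lacking apelin-13 for full effect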
tim10-1 inh – growth inhibitors of tim10-1 mutant yeast, primary screen, luminescence, uHTS; AID 463190, 2010; inhibition, % at 20 µM; 330,000 tested, 2.2% active; S. cerevisiae tim10-1 ts strain growth, BacTiter-Glo, 24 h;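 active means inhibition of at least 40%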;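 further: mutant grown at 25 °C; 0% = DMSO wells with yeast and 100% = wells holding no yeast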
The depositor's hits bear a star; nt = no result given; & = joins results of further samples.

SMILES	APJ ag	CXCR6 inh	TIM10 inh	UPR CHOP act	Mdm2 MdmX PPI	UPR XBP1 act	tim23-1 inh	APJ antagonist	tim10-1 inh
S=c1[nH]nc(Nc2ccccc2Cl)s1	-3	0	-2	0.5	-12	3	2	19	6
CCOC(=O)C(Sc1cc(C)nc(N)n1)C(C)=O (configuration not stated)	3	4	3	3.1	14	0	16	14	11
CCN1C(=O)[C@H]2[C@@H](c3ccc(-c4ccc(OC)cc4)cc3)N[C@@](Cc3ccccc3)(C(=O)OC)[C@H]2C1=O	0	0	18	5.2	-1	2	13	-18	13
O=c1oc2ccccc2c(NC2CCCCC2)c1NS(=O)(=O)c1ccc(F)cc1	3	2	21	-0.7	-20	-4	36	-35	18
COc1ccc(C(=O)NCCCCCC(=O)O)cc1OC	-1	-1	-1	1.4	22	1	13	-3	11
CN(CC(=O)Nc1cc(S(=O)(=O)N2CCCC2)ccc1Cl)Cc1ccc2c(c1)OCO2	-3	10	-23	2.3	35	5	25	5	1
O=C(CCC(=O)N1CCN(Cc2ccccc2)CC1)Nc1nnc(C2CCCCC2)s1	1	-2	7	0.7	15	-3	18	-6	8
COc1ccc(CCNC(=O)c2oc3ccc(OC)cc3c2C)cc1	-3	-1	-7	-2.1	0	0	10	3	10
CN(Cc1nc(-c2cccs2)no1)CC1(N2CCOCC2)CCCCC1	-2	-10	-15	0.7	-11	-3	20	11	0
O=C(COC(=O)c1cccs1)Nc1ccc(F)c(F)c1	0	-3	0	1.0	-6	-1	15	2	-3
C=C1Cn2c(nnc2-c2ccc(Cl)cc2)S1	-3	4	-7	1.9	-15	-2	17	14	14
Cc1noc(-c2ccccc2)c1NC(=O)Nc1ccc(Cl)cc1	-4	-6	-2	2.2	10	1	10	-2	5
CN1CCN(C(=O)c2cnn3c(C(F)F)cc(C4CC4)nc23)CC1	0	7	-4	-1.3	4	0	-14	-27	-2
CC(=O)N1CCN=C1SCc1ccc(Cl)cc1	-2	-3	2	2.4	-51	0	3	8	-5
CC(=O)Nc1ccc(-c2csc(Nc3ccc(S(N)(=O)=O)cc3)n2)cc1	1	6	-19	0.5	26	-1	-2	-3	3
CCOc1nc(C)ccc1-c1noc(C)n1	-6	-2	9	-0.7	-14	0	-9	10	9
O=C(Cn1cc(C(F)(F)F)cc(Cl)c1=O)NCC1COc2ccccc2O1 (configuration not stated)	1	3	-4	0.4	13	0	-6	7	-11
COc1cc(F)c(C2=CC(=O)C[C@H](c3ccc4c(c3)OCO4)C2)cc1F	-3	1	-12	3.1	4	0	25	8	-19
CC(C)(C)c1ccc(OCc2nc(-c3ccccn3)no2)c(Br)c1	-1	1	22	5.0	-115	-2	3	-4	17
O=C(Nc1ccccn1)C1(c2ccccc2)CCCC1	-7	0	20	0.3	-35	0	20	24	21
O=C(CN(Cc1ccccc1)S(=O)(=O)c1ccc(F)cc1)NCc1cccnc1	-2	4	-12	-0.3	15	-7	6	31	-3
CC1CCCC(C)N1C(=O)COC(=O)CN1C(=O)c2ccccc2C1=O (configuration not stated)	-3	-3	-2	-0.9	6	0	4	2	17
Cc1cc(C(=O)CSc2nnc(N)s2)c(C)n1CCc1ccc(F)cc1	-1	-1	32	0.7	13	5	21	-12	33
CC[C@]12c3[nH]c4ccc(Cl)cc4c3CCN1C(=O)[C@@H](CC(=O)NCC13CC4CC(CC(C4)C1)C3)C[C@@H]2C(=O)N1CCN(C(=O)c2ccco2)CC1	nt	-10	0	22	87*	16	40	nt	9
O=C1c2cccnc2C(=O)N1Cc1ccco1	-3	-10	6	2.6	17	0	-13	4	7
CC(C)(C)c1ccc(C(=O)N2CCC(C(=O)NCc3ccncc3)CC2)cc1	-3	3	0	2.6	-3	0	-2	-8	21
CCOC(=O)C1CCCN(S(=O)(=O)c2ccc(-n3cnnn3)c(C)c2)C1 (configuration not stated)	-4	-4	11	2.5	4	-1	3	12	9
O=C(CSc1nnc(Cn2c(=O)sc3ccccc32)n1CCc1ccccc1)N1CCOCC1	-4	-8	8	1.1	5	1	-2	3	21
CCN(CC(=O)NCc1cccs1)C(=O)c1ccc(S(=O)(=O)N(C)C)cc1	-1	-6	-2	1.1	-21	2	5	16	22
Nc1nc2ccccc2n1/N=C/c1ccc(Br)cc1	-3	2	44*	4.9	-38	3	36	3	19
Cc1cc(/C=N/Nc2ccc([N+](=O)[O-])cn2)c(C)n1-c1ccc(C(=O)O)cc1	-1	25	-4	2.5	3	1	20	28	18
Cc1ccc(C(C(=O)NC2CCCCC2)N(CCC(C)C)C(=O)CNC(=O)c2ccco2)o1 (configuration not stated)	-2	-3	23	-0.4	-19	2	26	11	30
CCCn1c(/N=C/c2cc(OC)ccc2O)nc2ccccc21	-7	-1	-1	2.2	14	1	15	19	10
Cc1ccc(-n2c(-c3cc(-c4ccco4)[nH]n3)n[nH]c2=S)c(Br)c1	-4	-8	11	4.1	-7	-5	-1	16	20
Cc1cc(C)cc(N(CC(=O)N2CCN(c3ccccc3)CC2)S(=O)(=O)c2c(C)noc2C)c1	0	5	26	2.4	24	-2	30	1	34
O=C(Nc1ccc(F)cc1)c1ccc(=O)[nH]n1	-1	-3	-18	0.5	-4	1	8	-7	5
COc1cc2nc(CN3CCN(S(=O)(=O)c4ccc(C)c(C)c4)CC3)[nH]c(=O)c2cc1OC	-2	2	4	-1.1	-15	-1	20	7	2
O=C1CC(c2ccc(S(=O)(=O)N3CCN(c4ccccc4)CC3)cc2)CN1 (configuration not stated)	7	-5	20	0.4	-20	2	15	21	16
COC(=O)C1CCN(CC(=O)Nc2cc(Cl)ccc2OC)CC1	-1	nt	4	-1.2	33	0	19	-12	3
C=C(C)Cn1c(CCNC(=O)C(C)C)nc2ccccc21	5	-8	2	0.1	-9	0	7	9	-2
COc1ccccc1Nc1ccc(S(=O)(=O)N2CCCCC2)cc1[N+](=O)[O-]	0	1	11	-2.2	12	-2	3	5	7
O=C(COc1ccc(Cl)cc1)N1CCN(Cc2ccc3c(c2)OCO3)CC1	-2&0	-4&-6	3&-1	0.6&0.9	-12&3	-9&-1	12&20	4&-1	3&6
CC(C)C(=O)Nc1cccc(-c2csc(-c3ccccc3)n2)c1	-2	1	18	0.8	-5	2	39	-9	25
CC(=O)NC(Cc1ccccc1C)C(=O)NC1CCN(C(=O)NCc2ccccc2)CC1 (configuration not stated)	3	1	-18	-1.2	25	-6	7	1	-10
CC1(C)Cc2cccc(OCC(=O)OCC(=O)c3ccccc3)c2O1	-2	7	4	-2.1	12	-1	16	6	20
CC1CCCC(C)N1C(=O)Nc1cccc(Cl)c1 (configuration not stated)	-4	4	18	-0.7	7	2	3	17	19
O=C(COC(=O)/C=C/c1ccc(F)cc1)NCC1CCCO1 (configuration not stated)	-2	2	4	1.4	-6	1	19	-7	7
COc1ccc(C2OCC3(O)C(c4ccc(OC)c(OC)c4)OCC23)cc1OC (configuration not stated)	-1	0	-3	1.3	7	0	14	-56	7
CC1CC(C)(C)CC2(C1)NC(=O)N(CC(=O)Nc1c(F)cccc1F)C2=O (configuration not stated)	-3	3	4	1.2	8	-3	0	2	-9
COc1ccc2c(c1)CC/C(=C\C=C\c1ccccc1OC)C2=O	2	1	19	3.4	-2	1	20	-20	33
COc1ccc(C2/C=C\CN(C(=O)Nc3ccccc3)CC(=O)N2Cc2ccc(F)cc2)cc1 (configuration not stated)	-6	-1	-1	-0.3	8	-2	-12	-4	18
COc1ccc(N2CCC(CNC(=S)Nc3c(C)cccc3C)C2)cc1 (configuration not stated)	1	-3	17	0.6	0	-3	34	-21	-1
Cc1cccnc1NS(=O)(=O)c1cccc([N+](=O)[O-])c1	-1	2	1	0.5	9	-2	8	2	0
COc1ccc(S(=O)(=O)N2CCCCC2)cc1NC(=O)Cc1cccc(C(F)(F)F)c1	1	3	9	1.1	4	-1	9	5	17
COc1nc2c(C)cccc2cc1-c1noc(-c2ccco2)n1	-1	-2	18	1.0	15	4	21	5	19
O=C(C1=C[C@@H]2[C@H]3C(=O)N(c4ccccc4)C(=O)[C@H]3[C@@H](C(=O)c3ccc(Cl)cc3)N2C=C1)c1ccccc1	3	nt	14	-1.4	-6	-2	15	-5	30
CCOC(=O)c1c(C)[nH]c(C)c1C(=O)COC(=O)c1cc2ccccc2cc1OC	-1	8	9	7.9	21	0	21	5	34
CC(C)(CNC(=O)/C=C/c1ccc(F)cc1)CNC(=O)/C=C/c1ccc(F)cc1	-2	9	-5	3.0	-23	-2	23	8	33
CC(C)(C)C1(c2ccccc2)NC(=O)N(CC(=O)N2CCOCC2)C1=O (configuration not stated)	-1	1	11	-0.2	15	-2	4	-13	-12
CN1CCC(OC(=O)COc2ccccc2)CC1	4	-9	-13	1.1	-7	0	-5	-1	2

The list goes on; it opens with the 3 that closed the last part.
SMILES	APJ ag	CXCR6 inh	TIM10 inh	UPR CHOP act	Mdm2 MdmX PPI	UPR XBP1 act	tim23-1 inh	APJ antagonist	tim10-1 inh
CC(C)(CNC(=O)/C=C/c1ccc(F)cc1)CNC(=O)/C=C/c1ccc(F)cc1	-2	9	-5	3.0	-23	-2	23	8	33
CC(C)(C)C1(c2ccccc2)NC(=O)N(CC(=O)N2CCOCC2)C1=O (configuration not stated)	-1	1	11	-0.2	15	-2	4	-13	-12
CN1CCC(OC(=O)COc2ccccc2)CC1	4	-9	-13	1.1	-7	0	-5	-1	2
O=C(CN1CCNCC1)Nc1ccc(Oc2ccccc2)cc1	5	-14	5	-0.3	11	1	15	17	2
O=C(CCn1[nH]c(=O)c2ccccc2c1=O)N1CCOCC1	0	6	12	-1.7	-8	5	10	-8	23
CC(C)[C@@H](COc1ccccc1)N1CCN(Cc2ccccc2)CCC1=O	17	-11	11	0.0	-15	0	14	-10	21
Cc1ccc(-c2nnn(CC(=O)N(CCCO)C(C(=O)NC3CCCC3)c3ccc(F)cc3)n2)o1 (configuration not stated)	1	4	-18	-0.2	20	4	4	-12	7
CN1CCN(CC(O)(c2ccc(Cl)cc2)c2ccc(Cl)cc2)CC1	-3	4	-62	0.6	36	1	-247	3	-35

Entries listed above shown as hits in Mdm2 MdmX PPI:
SMILES,APJ ag,CXCR6 inh,Mdm2 MdmX PPI,UPR XBP1 act,APJ antagonist
CC[C@]12c3[nH]c4ccc(Cl)cc4c3CCN1C(=O)[C@@H](CC(=O)NCC13CC4CC(CC(C4)C1)C3)C[C@@H]2C(=O)N1CCN(C(=O)c2ccco2)CC1,nt,-10,87*,16,nt

These rows are one share of the data; the hit share may differ from the screen's.
